PGK inhibitor: inhibitors of T. brucei phosphoglycerate kinase; Potency, µM (series often up to 57.5 µM), inactives show at the highest dose activity change, negative = inhibition, usual class: inhibitors; PGK/GAPDH coupled, Kinase-Glo luminescence, 60 min; P07378; actives 0.043% (n = 380,000); also: % is scaled to controls: 0 for no effect and ±100 for the full control effect; nearly all actives have a fitted effect of over 60% in size
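Luminescent ATP detection (Kinase-Glo Plus) follows a 60-minute room-temperature incubation, with wells lacking PGK as controls. Buffer: 100 mM TEA (pH 7.6), 5 mM MgCl2, 0.01% Tween-20. Coupling enzyme GAPDH (100 nM final) supplies unstable 1,3-BPG in-well.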
rTrxR1 inhibitor: rat TrxR1 inhibition; O89049; recombinant rTrxR1, NADPH fluorescence consumption, selenite substrate; Potency, µM (series often up to 114 µM), without a hit: at the top dose activity change, negative = inhibition, actives largely listed as inhibitors; AID 588453; actives 1% (n = 390,000); also: % is scaled to controls: 0 for no effect and ±100 for the full control effect; nearly all actives have a fitted effect of over 65% in size
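Rat TrxR1 (90 nM in the dispensed reagent) was pre-reduced with 400 uM NADPH for 5 min at room temperature, then incubated with compound for 15 min. After 400 uM selenite was added, NADPH fluorescence (Ex 340/Em 450 nm) was followed for 8 min.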
RGS4 inhibitor: inhibitors of human regulator of G protein signaling 4; P49798; Transcreener GDP fluorescence polarization, RGS4-accelerated GTP hydrolysis; Potency, µM (titrated, usually from 114 µM), without a hit: top-dose activity change, negative = inhibition, most hits filed as inhibitors; actives 0.039% (n = 390,000); AID 504845; also: % is scaled to controls: 0 for no effect and ±100 for the full control effect; nearly all actives have a fitted effect of over 75% in size; some results filed as inactive show a strong effect at the top dose
Target sequence (P49798 whole entry, looked up): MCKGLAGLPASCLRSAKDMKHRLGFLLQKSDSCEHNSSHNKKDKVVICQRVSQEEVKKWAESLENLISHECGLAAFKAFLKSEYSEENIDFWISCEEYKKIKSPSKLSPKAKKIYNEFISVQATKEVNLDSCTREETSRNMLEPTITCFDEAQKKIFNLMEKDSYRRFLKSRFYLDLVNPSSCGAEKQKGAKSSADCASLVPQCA
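MLSMR compounds (23 nl, pin-transferred) preincubated 10 min at room temperature with a 500nM (2x) first reagent, then RGS4 at 900nM (2x) plus Transcreener GDP mix added; fluorescence polarization (620/688 nm) read before and after 90 min at 30 °C.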
GLS inh: blocks human kidney-isoform glutaminase activity | GLS enzymatic activity, qHTS titration | Potency, µM (top dose mostly 45.5 µM), without a hit: at the highest dose activity change, negative = inhibition, usual class: inhibitors | actives 0.21% (n = 410,000); also: % is scaled to controls: 0 for no effect and ±100 for the full control effect
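Two-point fluorescence kinetic (t0, 30 min RT) for hKGA; glutamate detected via glutamate oxidase–HRP–Amplex Red. Substrate: 1 mM L-glutamine solution; buffer 45 mM KH2PO4, pH 8.2.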
Pin1 inh: blocks the human prolyl isomerase Pin1; Q13526; Pin1 FP peptide displacement, HiFluor488, 10 min; Potency, µM (top dose mostly 115 µM), inactives show at the top dose activity, negative = inhibition, actives largely listed as inhibitors; actives 0.009% (n = 390,000); AID 504891; active = well fitted inhibition curve with a large enough effect in the polarisation, with a control signal flat, not every such curve was filed as active; inconclusive = small, poorly fitted or top-dose-only effect, or effect the other way, or a change in a side signal; inactive = no such curve, though single readings can be large or run the other way; the % refers to the polarisation; also: % is scaled to controls: 0 for no effect and ±100 for the full control effect
Target sequence (Q13526 whole entry, looked up): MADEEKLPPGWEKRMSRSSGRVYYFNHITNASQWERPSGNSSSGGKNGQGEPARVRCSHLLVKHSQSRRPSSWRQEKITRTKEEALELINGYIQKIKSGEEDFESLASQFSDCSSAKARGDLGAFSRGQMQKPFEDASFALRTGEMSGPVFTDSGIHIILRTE
ERG Ets-DNA blk: inhibitors of human ERG Ets domain-DNA interaction | fluorescence polarization, His-ERG Ets domain / labelled DNA | Potency, µM (titrated, usually from 76.9 µM), inactives show top-dose FP activity, negative = inhibition, actives largely listed as inhibitors | actives 0.028% (n = 370,000) | AID 624246; active = well fitted inhibition curve with a large enough effect in the polarisation, with a control signal flat; inconclusive = small, poorly fitted or top-dose-only effect, or effect the other way, or a change in a side signal; inactive = no such curve, though single readings can be large or run the other way; the % refers to the polarisation;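 also: polarization taken with two DNA probes labelled with fluorescein and Texas red; % of control where 0% means no effect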
Target sequence (P11308 whole entry, looked up, the tested form may be a part): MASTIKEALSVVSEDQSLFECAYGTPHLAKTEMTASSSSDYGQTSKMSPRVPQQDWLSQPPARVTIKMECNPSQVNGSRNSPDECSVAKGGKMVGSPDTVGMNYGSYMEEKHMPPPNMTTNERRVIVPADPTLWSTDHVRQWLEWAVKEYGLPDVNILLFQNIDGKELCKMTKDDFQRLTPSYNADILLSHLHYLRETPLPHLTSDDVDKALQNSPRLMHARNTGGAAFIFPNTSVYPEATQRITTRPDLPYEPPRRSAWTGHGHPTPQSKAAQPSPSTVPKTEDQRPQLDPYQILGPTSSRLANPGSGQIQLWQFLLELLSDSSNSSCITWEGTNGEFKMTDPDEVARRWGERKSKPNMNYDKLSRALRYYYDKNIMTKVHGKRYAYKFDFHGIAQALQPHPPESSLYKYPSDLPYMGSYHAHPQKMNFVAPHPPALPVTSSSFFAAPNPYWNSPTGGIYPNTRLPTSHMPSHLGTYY
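His-tagged ERG Ets domain (1 uM in the protein solution; 300mM KCl, 50mM Tris-HCl, 1mM EDTA, 1mM DTT, pH 7.5) received compound, then a probe mix of 5 nM fluorescein-DNA and 100nM Texas-615-DNA. Fluorescence polarization was read for both dyes.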
JMJD2A Tudor inh: blocks the human JMJD2A Tudor domain; O75164; actives 4.4% (n = 390,000); Potency, µM (top dose mostly 114 µM), without a hit: at the highest dose activity change, negative = inhibition, usual class: inhibitors; AlphaScreen JMJD2A-Tudor / H3K4me3 peptide binding; also: % is scaled to controls: 0 for no effect and ±100 for the full control effect; nearly all actives have a fitted effect of over 50% in size
HP1b chromo inh: blocks HP1-beta chromodomain binding to methylated histone tails; P83916; AlphaScreen HP1-beta / biotin-H3K9me3 peptide binding; Potency, µM (doses to about 114 µM), for inactives: top-dose activity change, negative = inhibition, most hits filed as inhibitors; actives 0.56% (n = 390,000); also: nearly all actives have a fitted effect of over 70% in size; inactives centre near 23
Target sequence (P83916 whole entry, looked up): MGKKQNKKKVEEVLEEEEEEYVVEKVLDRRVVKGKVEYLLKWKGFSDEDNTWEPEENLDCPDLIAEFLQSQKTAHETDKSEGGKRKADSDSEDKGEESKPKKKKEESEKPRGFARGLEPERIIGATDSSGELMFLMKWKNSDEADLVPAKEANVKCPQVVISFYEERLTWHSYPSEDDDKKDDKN
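HP1-beta protein (50 nM final) preincubated 30 min at room temperature with biotinylated H3(1-18)K9me3 peptide (50 nM) in PBS pH 7.4, 0.01% Tween-20, then compound added for 30 min. AlphaScreen streptavidin donor/nickel chelate acceptor beads (10 ug/mL final), 30 min dark, luminescence read.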
ALOX12 inh: inhibitors of human 12S-lipoxygenase ALOX12. P18054. actives 1.1% (n = 580,000). purified 12hLO, xylenol orange hydroperoxide absorbance. Potency, µM (titrated, usually from 108 µM), for inactives: at the top dose activity change, negative = inhibition, most hits filed as inhibitors; also: % is scaled to controls: 0 for no effect and ±100 for the full control effect
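Hydroperoxide product was detected by ferrous iron/xylenol orange as the 573 to 405 nm absorbance ratio. Arachidonic acid at 40 uM (final) was turned over for 30 min at room temperature by 150 nM human 12hLO, pH 7.0 Hepes buffer, after 15 min compound preincubation.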
The depositor's hits bear a star; i = inactive; ? = inconclusive; / = not tested or not shown; [ ] = dose if it differs, or a comment. Unless noted, calls follow the shape of the dose curve; as a rule, active = well fitted curve in the direction sought with a large enough effect; inconclusive = small, poorly fitted or top-dose-only effect, or another doubt; inactive = no such curve, though single readings can be large; an effect the other way counts as inactive or inconclusive. Potency is read from the fitted curve at half-maximal effect. Not all compounds are listed; rates above refer to the full screens.

The line under a structure holds: PGK inhibitor	rTrxR1 inhibitor	RGS4 inhibitor	GLS inh	Pin1 inh	ERG Ets-DNA blk	JMJD2A Tudor inh	HP1b chromo inh	ALOX12 inh
O=C(Nc1ccc(S(=O)(=O)Nc2nccs2)cc1)C1CC(=O)N(c2ccc(Cl)cc2)C1 (stereo unspecified)
    i	22%[57.1 µM]	15%	-1%	-1%	0%	-19%	0%	?
O=C(c1ccccc1[N+](=O)[O-])N1CCC(Cc2ccccc2)CC1
    i	-3%	-22%	1%	0%	2%	-25%	39%	-10%
CCC(=O)N(CCCN(C)C)c1nc(-c2cc(OC)ccc2OC)cs1
    i	0%	17%	3%	-1%	4%	-30%	6%	-26%
CCn1c(SCC(=O)N/N=C(\C)c2ccncc2)nnc1-c1ccc(C)cc1
    -9%	14%	6%	2%	-7%	-5%	-17%	28%	159%[activator]
CC1CCCC(C)N1C(=O)CN1C(=O)C(C)(C)Oc2ccc(C(=O)NC3CCCCC3)cc21 (stereo unspecified)
    1%	2%	29%	4%	-1%	-6%	-12%	21%	0%
CC(=O)c1ccc(OCc2cc(C(=O)NC3CCCCC3)no2)cc1
    -3%	17%	32%	1%	2%	13%	4%	23%	32%[activator]
NC(=O)c1cccnc1OCC(F)(F)F
    -9%	39%[57.1 µM]	8%	0%	-13%	7%[15.4 µM]	-16%	2%	-38%
O=C(Cc1cccs1)N1CCN=C1SCc1ccccc1Cl
    -8%	23%[57.1 µM]	-11%	-10%	2%	3%	20%	45%[activator]	475%[activator]
COc1cccc(NC(=O)c2cc(S(=O)(=O)N3CCc4ccccc43)cn2C)c1
    -9%	1%[57.1 µM]	-23%	2%	6%	8%	-36%	9%	56%[activator]
CC(=O)NCCn1c(SCc2ccc(C)cc2)nc2ccccc2c1=O
    i	1%	-12%	/	?	-8%	-4%	17%	0%
CC12CCC(=O)N1C(C(=O)Nc1ccc(Cl)c(Cl)c1)CS2 (stereo unspecified)
    1%	-4%[57.1 µM]	6%	-2%	-4%	-2%	-2%	21%	?
CC(C)CC(C(=O)OCC(=O)c1c(N)n(C)c(=O)n(C)c1=O)N1C(=O)c2ccccc2C1=O (stereo unspecified)
    -7%	-11%	-16%	-9%	-3%	1%	-31%	18%	-12%
CCC1CCCCN1CCCNC(=O)CN1C(=O)COc2ccccc21 (stereo unspecified)
    -1%	19%	-2%[56.9 µM]	-3%	-1%	21%	-11%	63%[activator]	0%
NS(=O)(=O)c1cccc(NC(=O)CN2C(=O)C(=O)N(Cc3ccccc3)C2=O)c1
    3%	10%	-19%	-2%	-6%	4%	-6%	12%	-28%
CC(C)C(NS(=O)(=O)c1ccc2c3c(cccc13)C(=O)N2)C(=O)O (stereo unspecified)
    -6%	9%	-10%	0%	-6%	6%	-20%	63%[activator]	-11%

Additional results follow:
The line under a structure holds: PGK inhibitor	rTrxR1 inhibitor	RGS4 inhibitor	GLS inh	Pin1 inh	ERG Ets-DNA blk	JMJD2A Tudor inh	HP1b chromo inh	ALOX12 inh
COC(=O)CCCC1=CC2=C(c3ccccc3)C(=O)C(C)(OC(=O)C3CCCC3)C(=O)C2=CN1CC(C)C (stereo unspecified)
    -1%	?	-7%	-8%	-8%	-4%	-33%	16%	?
Cc1ccc(CNC(=O)c2nnn(Cc3ccc(F)cc3)c2N)cc1
    i	25%	-2%	-5%	0%	-2%	-13%	-5%	-3%
COc1ccc(N2CCOCC2)c(NC(=O)COc2cccc(C)c2)c1
    -5%	0%	-40%	-3%	-8%	-5%	-14%	16%	i
COc1ccccc1N(CC(=O)NCCSCc1ccco1)S(=O)(=O)c1ccccc1
    -11%	-10%	-1%	-11%	-7%	-19%	-36%	-3%	-2%
CCNc1c(NS(=O)(=O)c2ccc(Br)s2)c(=O)oc2ccccc12
    -6%	9%[57.1 µM]	15%	49%[activator]	17%	0%	-15%	-21%	-11%
COc1cccc(C(C)NC(=S)NCc2ccc(Cl)cc2)c1 (stereo unspecified)
    -5%	10%[57.1 µM]	12%	1%	-15%	-9%	-9%	24%	-20%
O=C(NCC(c1ccco1)S(=O)(=O)c1cccs1)c1c(F)cccc1F (stereo unspecified)
    -7%	?	9%	-8%	-3%	12%	-7%	-2%	0%
O=C(COC(=O)c1ccccc1O)Nc1ncc(Cl)cc1Cl
    -16%	-6%	-31%	?	?	26%	?	-11%	?
COc1ccc(F)cc1COc1nc(C)nc2ccccc12
    -6%	19%	-15%	0%	-5%	2%	-9%	20%	-7%
COc1ccc(Oc2ccc(/C=C/C(=O)c3cccc(OC)c3)cc2[N+](=O)[O-])cc1
    -9%	7%	-37%	-11%	-3%	3%	-33%	-6%	-15%
Cc1occc(=O)c1OCc1ccc(Cl)cc1Cl
    -13%	2%	15%	-2%	6%	-1%	-7%	23%	-2%
CC1CCCC(C)N1C(=O)c1cc(-c2ccco2)on1 (stereo unspecified)
    16%	?	-11%	4%	-4%	2%	-7%	24%	-18%
COC(=O)C(C)n1cnc2c(nnn2-c2ccc(F)cc2)c1=O (stereo unspecified)
    -1%	26%[57.1 µM]	5%	-4%	4%	-6%	-2%	30%	3%
O=C(Nc1ccccc1)c1ccc(NCC2CCCO2)c([N+](=O)[O-])c1 (stereo unspecified)
    -9%	2%	-26%	4%	-8%	-3%	-21%	-1%	-1%
COc1cc(/C=C/C(=O)OC2CC3CCC2(C)C3(C)C)ccc1O (stereo unspecified)
    i	10%	-14%	10%	?	-2%	-33%	-1%	?

Going on with the list:
The line under a structure holds: PGK inhibitor	rTrxR1 inhibitor	RGS4 inhibitor	GLS inh	Pin1 inh	ERG Ets-DNA blk	JMJD2A Tudor inh	HP1b chromo inh	ALOX12 inh
N/C(=N\O)c1cn(Cc2ccccc2Cl)c2ccccc12
    -6%	-2%[57.1 µM]	-7%	?	7%	-2%	-20%	-2%	1%
COC(=O)c1cc(NC(=O)c2sc3ncn(Cc4cccc(F)c4)c(=O)c3c2C)cc(C(=O)OC)c1
    -5%	31%[57.1 µM]	-32%	-1%	1%	1%	-4%	32%	-13%
Cc1ccc(NC(=O)CSc2ncc3c(n2)-c2ccc(Cl)cc2N(C)S3(=O)=O)cc1F
    -1%	16%[57.1 µM]	-5%	-15%	12%	-1%	-17%	-10%	-26%
COc1ccc(Cl)cc1N1Cc2ccccc2C1
    i	-24%	-34%	1%	1%	8%	-24%	23%	0%
COCCNC(=O)c1c(N)n(/N=C/c2cccs2)c2nc3ccccc3nc12
    -6%	51%[activator]	-25%	0%	0%	?	-5%	18%	145%[activator][57.4 µM]
COc1cccc(CNS(=O)(=O)c2ccc3c(c2)CC(C)N3C(C)=O)c1 (stereo unspecified)
    -3%	10%	-18%	0%	1%	5%	-3%	22%	0%
CC(C)[C@H](NC(=O)c1ccccc1F)C(=O)Nc1nc2c(s1)CCCC2
    6%	13%[57.1 µM]	3%	0%	2%	13%	-10%	12%	-8%
CCc1nnc(SCC(=O)N(CC)c2ccccc2)c2cc3oc(C)cc3n12
    i	3%	-6%	3%	-11%	5%	-19%	5%	?
O=C1CN(C(=O)c2ccccc2)c2ccccc2N1
    4%	13%	3%	24%	-5%	-3%	-3%	18%	2%
COC(=O)c1cccc(NC(=O)CSc2nnnn2C)c1
    5%	6%[57.1 µM]	15%	15%	?	-2%	-11%	35%[activator]	24%

Exported with values ahead of the structure: part of the list above
| PGK inhibitor | rTrxR1 inhibitor | RGS4 inhibitor | GLS inh | Pin1 inh | ERG Ets-DNA blk | JMJD2A Tudor inh | HP1b chromo inh | ALOX12 inh | canonical_smiles |
| --- | --- | --- | --- | --- | --- | --- | --- | --- | --- |
| -6% | -2%[57.1 µM] | -7% | ? | 7% | -2% | -20% | -2% | 1% | N/C(=N\O)c1cn(Cc2ccccc2Cl)c2ccccc12 |
| -5% | 31%[57.1 µM] | -32% | -1% | 1% | 1% | -4% | 32% | -13% | COC(=O)c1cc(NC(=O)c2sc3ncn(Cc4cccc(F)c4)c(=O)c3c2C)cc(C(=O)OC)c1 |
| -1% | 16%[57.1 µM] | -5% | -15% | 12% | -1% | -17% | -10% | -26% | Cc1ccc(NC(=O)CSc2ncc3c(n2)-c2ccc(Cl)cc2N(C)S3(=O)=O)cc1F |
| i | -24% | -34% | 1% | 1% | 8% | -24% | 23% | 0% | COc1ccc(Cl)cc1N1Cc2ccccc2C1 |
| -6% | 51%[activator] | -25% | 0% | 0% | ? | -5% | 18% | 145%[activator][57.4 µM] | COCCNC(=O)c1c(N)n(/N=C/c2cccs2)c2nc3ccccc3nc12 |
| -3% | 10% | -18% | 0% | 1% | 5% | -3% | 22% | 0% | COc1cccc(CNS(=O)(=O)c2ccc3c(c2)CC(C)N3C(C)=O)c1 (stereo unspecified) |
| 6% | 13%[57.1 µM] | 3% | 0% | 2% | 13% | -10% | 12% | -8% | CC(C)[C@H](NC(=O)c1ccccc1F)C(=O)Nc1nc2c(s1)CCCC2 |

Compound activity: PubChem BioAssay, National Center for Advancing Translational Sciences (NCATS)
